Compound activity from PubChem.
MCL1-BIM inh – inhibitors of human MCL1 binding to BIM-BH3 peptide; GST-MCL1 / FITC-Bim-BH3 fluorescence polarization; inhibition, % at 10.9 µM; 0.68% of 320,000 active; AID 2057;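 active = inhibition above the mean inhibition of all tested compounds plus 3 SD, set per campaign, cut at about 40% in these data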;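 also: 0% = DMSO wells and 100% = unlabeled Bim-BH3 peptide control; higher means more loss of mP so more displacement of Bim peptide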
PAFAH1B2 FP inh – inhibitors of human PAFAH1B2. 1.2% of 340,000 active. inhibition, % at 3.39 µM. recombinant PAFAH1B2, FP-rhodamine activity probe, fluorescence polarization. P68402;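 active = inhibition above the mean of all tested compounds plus 3 SD, cut at about 24% in these data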;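 also: 0% = enzyme with DMSO and 100% = wells lacking PAFAH1B2; many of its hits are not listed in these tables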
Target sequence (P68402 whole entry, looked up): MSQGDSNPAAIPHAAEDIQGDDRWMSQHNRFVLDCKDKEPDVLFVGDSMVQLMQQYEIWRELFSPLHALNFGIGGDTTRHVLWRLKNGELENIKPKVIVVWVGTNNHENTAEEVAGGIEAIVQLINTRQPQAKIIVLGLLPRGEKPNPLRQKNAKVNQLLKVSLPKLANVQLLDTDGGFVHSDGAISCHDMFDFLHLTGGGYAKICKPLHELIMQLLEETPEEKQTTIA
MEX-5 binding – C. elegans MEX-5 TCR-2 RNA binding activity | MEX-5/FITC-TCR2 RNA binding, fluorescence polarization; hits give low values | activity score (negative = inhibition of binding), % at 10 µM | Q9XUB2 | 0.38% of 300,000 active | AID 1832;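 active = inhibition past about -25% in most replicates, and total fluorescence under double the plate's negative control median, limit read from the data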;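 also: 0% = DMSO and -100% = 5 µM competing unlabeled TCR2 RNA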
GLD-1 RNA inh – GLD-1-TGE RNA interaction inhibition (C. elegans) | Q17339 | purified GLD-1 + fluorescein TGE RNA, fluorescence polarization | inhibition, % at 5.96 µM | 0.44% of 320,000 active;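 active = percent inhibition above a per-plate cutoff, the plate mean of test compounds plus 3 SD, cut at about 30% in these data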;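 also: 0% = DMSO wells with GLD-1 and probe and 100% = wells lacking GLD-1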
Target sequence (Q17339 whole entry, looked up): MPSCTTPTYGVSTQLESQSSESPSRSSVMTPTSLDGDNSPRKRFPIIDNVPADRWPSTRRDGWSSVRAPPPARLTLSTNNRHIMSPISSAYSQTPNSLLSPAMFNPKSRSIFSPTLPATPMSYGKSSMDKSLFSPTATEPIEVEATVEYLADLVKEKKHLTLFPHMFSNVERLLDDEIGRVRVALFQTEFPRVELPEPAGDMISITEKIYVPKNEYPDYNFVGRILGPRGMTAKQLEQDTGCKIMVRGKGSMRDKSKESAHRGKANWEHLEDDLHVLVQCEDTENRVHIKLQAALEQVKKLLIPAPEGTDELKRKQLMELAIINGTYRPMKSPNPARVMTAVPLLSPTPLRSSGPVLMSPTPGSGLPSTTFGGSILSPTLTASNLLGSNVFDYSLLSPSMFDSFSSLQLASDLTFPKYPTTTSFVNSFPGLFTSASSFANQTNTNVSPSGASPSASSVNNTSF
PME-1 primary – blocks human protein phosphatase methylesterase 1; Q9Y570; recombinant PME-1, FP-Rh probe fluorescence polarization; inhibition, % at 5.9 µM; 0.53% of 320,000 active; AID 2130;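 active = inhibition above the campaign mean of all compounds plus 3 SD, cut at about 26% in these data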;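 also: competitive labeling of PME-1 active site by serine hydrolase directed probe; 0% = PME-1 with DMSO and 100% = wells lacking PME-1 enzyme; inhibitors block probe labeling so polarization falls and inhibition rises; many of its hits are not listed in these tables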
AHR act – human AHR activation | P35869 | AHR-responsive luciferase reporter cells, luminescence | activation, % at 5 µM | 2.5% of 320,000 active; in the data active = activation above about 47%;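 also: 0% = vehicle wells and 100% = reference agonist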
Fam108B counter – blocks mouse Fam108B hydrolase in RBBP9 counter-screen; AID 1947; 0.33% of 300,000 active; recombinant Fam108B, FP-Rh probe fluorescence polarization; inhibition, % at 9.51 µM;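 active = inhibition above the screen mean inhibition plus 3 SD, computed separately per campaign, cut at about 18% in these data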;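 also: inhibitors lower polarization as less probe binds the enzyme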
Bcl-xL primary – inhibitors of human Bcl-xL. 0.7% of 320,000 active. inhibition, % at 10.9 µM. GST-Bcl-xL / FITC-Bim BH3 peptide fluorescence polarization. Q07817;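 active = inhibition above the mean of all tested compounds plus 3 SD, cutoff set per campaign, cut at about 30% in these data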;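 also: 0% = DMSO wells and 100% = unlabeled Bim-BH3 peptide competitor; inhibitors lower millipolarization by displacing the labeled peptide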
Target sequence (Q07817 whole entry, looked up): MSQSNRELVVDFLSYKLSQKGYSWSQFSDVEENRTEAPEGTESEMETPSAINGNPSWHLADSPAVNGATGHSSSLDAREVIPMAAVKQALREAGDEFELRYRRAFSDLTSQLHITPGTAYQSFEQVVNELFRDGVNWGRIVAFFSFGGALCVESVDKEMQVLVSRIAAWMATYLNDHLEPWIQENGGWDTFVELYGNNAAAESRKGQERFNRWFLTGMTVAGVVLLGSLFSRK
pPAFAH FP inh – inhibitors of human plasma PAF acetylhydrolase (pPAFAH). AID 463082. inhibition, % at 3.39 µM. 1.5% of 330,000 active. recombinant pPAFAH, FP-rhodamine probe fluorescence polarization. Q13093;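 active = inhibition above the mean inhibition across the screen plus 3 SD, cut at about 25% in these data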;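 also: inhibitors block binding of the rhodamine activity-based probe so polarization drops; 0% = enzyme with DMSO and 100% = wells lacking pPAFAH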
Active calls of the source: *; x = not tested or not shown. Not all compounds are listed; rates above refer to the full screens.

Preview:
SMILES	MCL1-BIM inh	PAFAH1B2 FP inh	MEX-5 binding	GLD-1 RNA inh	PME-1 primary	AHR act	Fam108B counter	Bcl-xL primary	pPAFAH FP inh
O=C(Nc1ccc(S(=O)(=O)N2CCCCC2)cc1)C1CCCCC1	-6	6	-1.2	3	0	0	7	-1	3
CC(C)(C)OC(=O)N1CCN(C(=O)c2cccnc2Cl)CC1	0	1	-1.3	-3	-1	0	2	4	4
O=C(Cc1ccc(Cl)cc1)Nc1ccc(C(=O)N2CCOCC2)cc1	-1	-2	-0.5	9	4	-1	3	8	1
CC(=O)c1ccc(S(=O)(=O)N(C)CC(=O)Nc2ccc(C)cc2)cc1	1	0	x	4	5	2	x	4	1
COc1ccc(CNc2nc3c(c(=O)[nH]c(=O)n3C)n2Cc2ccccc2)cc1	6	1	-0.7	-8	0	1	4	2	6
COc1ccc(N(C)S(=O)(=O)c2ccc3c(c2)oc(=O)n3C)cc1	-1	2	2.4	0	-1	2	1	-1	11
COC(=O)C1CCN(S(=O)(=O)c2ccc(OC)cc2)CC1	3	12	-3.1	2	-4	-3	0	-5	5
COc1ccc(NC(=O)CSc2nnc(Cc3cccn3C)n2CCc2ccccc2)cc1OC	-7	1	x	-2	-1	3	3	-1	2
O=C(Oc1ccccc1C(=O)Oc1ccccc1)c1ccco1	0	3	-3.0	6	4	-1	2	1	2
CCOC(=O)C1CCN(C(c2cc3ccc(C)cc3[nH]c2=O)c2nnnn2C2CCCCC2)CC1 (stereo not given)	6	-1	2.1	6	3	0	0	4	0

The whole of this part, from the start:
SMILES	MCL1-BIM inh	PAFAH1B2 FP inh	MEX-5 binding	GLD-1 RNA inh	PME-1 primary	AHR act	Fam108B counter	Bcl-xL primary	pPAFAH FP inh
O=C(Nc1ccc(S(=O)(=O)N2CCCCC2)cc1)C1CCCCC1	-6	6	-1.2	3	0	0	7	-1	3
CC(C)(C)OC(=O)N1CCN(C(=O)c2cccnc2Cl)CC1	0	1	-1.3	-3	-1	0	2	4	4
O=C(Cc1ccc(Cl)cc1)Nc1ccc(C(=O)N2CCOCC2)cc1	-1	-2	-0.5	9	4	-1	3	8	1
CC(=O)c1ccc(S(=O)(=O)N(C)CC(=O)Nc2ccc(C)cc2)cc1	1	0	x	4	5	2	x	4	1
COc1ccc(CNc2nc3c(c(=O)[nH]c(=O)n3C)n2Cc2ccccc2)cc1	6	1	-0.7	-8	0	1	4	2	6
COc1ccc(N(C)S(=O)(=O)c2ccc3c(c2)oc(=O)n3C)cc1	-1	2	2.4	0	-1	2	1	-1	11
COC(=O)C1CCN(S(=O)(=O)c2ccc(OC)cc2)CC1	3	12	-3.1	2	-4	-3	0	-5	5
COc1ccc(NC(=O)CSc2nnc(Cc3cccn3C)n2CCc2ccccc2)cc1OC	-7	1	x	-2	-1	3	3	-1	2
O=C(Oc1ccccc1C(=O)Oc1ccccc1)c1ccco1	0	3	-3.0	6	4	-1	2	1	2
CCOC(=O)C1CCN(C(c2cc3ccc(C)cc3[nH]c2=O)c2nnnn2C2CCCCC2)CC1 (stereo not given)	6	-1	2.1	6	3	0	0	4	0
CCCC1=C(C(=O)OCC)C(c2ccccc2OCC)NC(=O)N1C (stereo not given)	0	1	-0.7	7	10	4	1	3	2
CC1=CC(=O)O[C@@H]1[C@@]1(C)C[C@H]2OC(=O)C[C@H]3[C@@H](C)C(=O)C(O)=C1[C@@]23CO	0	3	-1.2	8	-2	-1	-2	-1	5
CCN(CC)C(=O)CSc1nc2sc3c(c2c(=O)n1CCCOC)CCC3	3	-1	-2.0	-8	3	0	6	5	-2
O=C(Cn1c(C(F)(F)F)nc2ccccc21)c1ccc(F)cc1	0	6	2.4	7	-5	-2	-3	1	2
O=C(NCC(c1ccco1)N1CCc2ccccc2C1)c1ccc(Cl)c([N+](=O)[O-])c1 (stereo not given)	3	2	-0.8	5	-2	0	2	-1	5
CSc1ccc(Cl)c(C(=O)Nc2ccc(C)cn2)c1	1	1	-0.7	-13	0	-1	6	1	5
CCc1ccc(/C=N/NC(=S)NCCc2ccccc2)cc1	1	-4	0.5	-3	1	10	2	-3	2
CCN(CC)C(=O)C1=C(C)Nc2nc3ccccc3n2C1c1cccc(OC)c1 (stereo not given)	-4	6	0.7	1	2	3	3	2	0
COc1ccc(OC)c(/C=N/NC(=O)c2cc[n+](Cc3ccccc3)cc2)c1	6	3	-6.8	-2	3	2	4	5	6
CCOC(=O)c1cnc2c(C)cccc2c1Nc1ccc(N2CCOCC2)cc1	5	x	1.9	5	0	-2	4	4	7
COC(c1ccccc1)c1nnc(CCC(=O)NC2C3CC4CC(C3)CC2C4)o1 (stereo not given)	-2	12	0.1	-5	-2	0	5	-6	2
CCCCCCCOC(=O)C1=C(C)Nc2ncnn2C1c1cccs1 (stereo not given)	1	-2	0.5	0	-6	2	-6	11	1
Cc1ccc(S(=O)(=O)NC2(C(F)(F)F)NC(=O)N(Cc3ccccc3)C2=O)cc1 (stereo not given)	-3	3	0.1	-2	4	-9	-7	-1	-4
COc1ccc(C(=O)OCC(=O)NC(C)CCc2ccccc2)c(OC)c1 (stereo not given)	-2	12	-1.2	3	5	1	1	7	2
O=C(O)C1CC=CCC1C(=O)NNc1c(Cl)cc(Cl)cc1Cl (stereo not given)	-3	5	-1.9	1	-2	-2	6	-4	1

An excerpt taken from the entries so far, for reference:
SMILES	MCL1-BIM inh	PAFAH1B2 FP inh	MEX-5 binding	GLD-1 RNA inh	PME-1 primary	AHR act	Fam108B counter	Bcl-xL primary	pPAFAH FP inh
COC(c1ccccc1)c1nnc(CCC(=O)NC2C3CC4CC(C3)CC2C4)o1 (stereo not given)	-2	12	0.1	-5	-2	0	5	-6	2
CCCCCCCOC(=O)C1=C(C)Nc2ncnn2C1c1cccs1 (stereo not given)	1	-2	0.5	0	-6	2	-6	11	1

(cont.)
SMILES	MCL1-BIM inh	PAFAH1B2 FP inh	MEX-5 binding	GLD-1 RNA inh	PME-1 primary	AHR act	Fam108B counter	Bcl-xL primary	pPAFAH FP inh
S=C(NCc1ccccc1)NCC1COc2ccccc2O1 (stereo not given)	6	4	0.0	3	-4	2	-7	-1	6
COC(=O)c1sc(S(=O)(=O)N2CCCCC2)c(C(=O)OC)c1C	-6	6	-1.0	-1	-1	-2	2	1	2
Cc1c(Cl)ccc2sc(NC(=O)c3ccco3)nc12	3	1	1.3	4	-13	25	2	8	3
Cc1cc(-c2ccccc2)nn1-c1nc2c(c(=O)[nH]c(=O)n2C)n1C	1	1	0.6	8	-1	3	-1	7	6
CCOc1ccc(CCNC(=O)c2ccc3nc(N4CCOCC4)sc3c2)cc1OCC	7	-2	-0.7	1	-8	7	0	10	3
COc1cccc(CC(=O)OCC(=O)NNC(=O)c2ccc([N+](=O)[O-])cc2)c1	4	9	-1.4	0	2	1	-2	8	14
CC12CN3CC(C)(CN(C1)C3c1ccc([N+](=O)[O-])o1)C2=O (stereo not given)	0	5	1.8	3	5	0	-1	-1	6
CCn1c(SCC(=O)Nc2nc3ccc(OC)cc3s2)nnc1-c1ccoc1C	5	-2	x	0	5	8	-2	-2	2
O=C(NCCCN1CCOCC1)c1ccc(CS(=O)(=O)c2ccc(Br)cc2)o1	-2	2	-2.0	4	-1	0	-2	4	1
COc1ccc(C2=NN(C(=O)c3cccs3)C(c3ccc(OC)cc3)C2)cc1 (stereo not given)	9	3	-1.3	0	0	-2	-5	6	0
S=C(NCC1CCCO1)N1CCc2ccccc2C1 (stereo not given)	0	5	1.3	-6	7	4	-4	-1	6
COC(=O)c1[nH]c2ccccc2c1NC(=O)C(C)N1CC(C)OC(C)C1 (stereo not given)	9	x	1.6	3	1	2	0	2	-1
COc1cccc(CN2CC(C(=O)NC3CCCCCC3)CCC2=O)c1 (stereo not given)	4	6	0.1	8	-7	-1	2	2	-1
COc1ccc(Oc2ccc(C(F)(F)F)cc2NC(=O)c2ccc(OC)cc2)cc1	-6	3	1.7	5	-4	6	-6	-5	-7
COc1cc(C2C3=C(CCCC3=O)OC3=C2C(=O)CCC3)ccc1OCC(=O)Nc1ccccc1	-5	-1	-2.1	0	0	7	8	-5	10
NC(=O)NCC12CC3CC(CC(C3)C1)C2	0	20	-0.6	2	-7	1	7	5	-2
CC(=O)Nc1ccc(NC(=O)CSc2nc3ccccc3nc2N2CCCCC2)cc1	6	-8	2.2	-8	-1	-3	4	2	18
COc1cc(NC(=O)c2ccc(S(=O)(=O)N(C)c3ccccc3OC)cc2)cc(OC)c1	x	-6	x	2	x	8	x	x	-9
COc1ccc(CC(=O)Nc2c(C(N)=O)oc3ccccc23)cc1OC	-16	3	-1.2	-5	-2	9	0	-6	-8
Cc1cc(C)n2nc(C(=O)OCC(=O)NC3CCCCC3)nc2n1	-1	-2	-1.0	-1	1	0	1	-2	-6
CCCCN1C(=O)C(=O)N(CC(=O)Nc2ccccc2C(C)=O)C1=O	x	-1	x	2	x	7	x	x	-2
COc1ccccc1NS(=O)(=O)c1cc(NC(=O)CC(C)(C)C)ccc1N1CCOCC1	-7	x	-2.0	6	-6	3	-3	-2	5
CC(C)N(CCCNC(=O)Cn1ncc2c([nH]c3ccccc32)c1=O)Cc1ccccc1	7	1	0.4	4	-5	8	0	11	-2
Oc1c(Cl)cc(Cl)cc1Sc1cc(Cl)cc(Cl)c1O	53*	x	-4.4	-2	42*	2	44*	20	77*
Cc1ccc(C(=O)Nc2nc(-c3ccccn3)cs2)o1	16	-1	-2.6	3	-2	17	-1	8	9
(further entries)
SMILES	MCL1-BIM inh	PAFAH1B2 FP inh	MEX-5 binding	GLD-1 RNA inh	PME-1 primary	AHR act	Fam108B counter	Bcl-xL primary	pPAFAH FP inh
COc1ccccc1Nc1nc2nonc2nc1N1CCC(C)CC1	8	-2	1.3	7	1	3	2	8	-5
Cc1ccc(NC2=NCC(=O)N2Cc2ccc3c(c2)OCO3)cc1	-4	5	-0.8	8	-10	6	-2	-1	-1
Cc1ccc(-n2c(SCC(=O)N/N=C/c3ccc(C)s3)nnc2-c2ccccc2)cc1	-2	0	-2.8	-4	1	6	-1	-1	7
CC(=O)Nc1ccc(S(=O)(=O)N2CCN(c3nc(NC4CCCC4)c4ccccc4n3)CC2)cc1	-4	-8	2.5	-8	-8	-5	-5	6	0
O=C(Nc1ccc(F)cc1F)Nc1ccccc1C(=O)NCCN1CCNC1=O	4	x	-2.6	12	0	21	-4	3	1
COc1ccccc1C(=O)NCC(=O)NNc1ncnc(N)c1[N+](=O)[O-]	0	x	-2.8	-7	-2	2	2	9	-1
COc1ccc(/C=N/NC(=O)c2c(-c3ccccc3)noc2C)cc1	0	1	0.6	3	1	3	2	-5	-6
COc1ccc(NC(=O)c2nc[nH]c2C(=O)N[C@@H](CC(C)C)C(=O)OC(C)(C)C)cc1	4	3	0.4	3	1	25	-16	-3	-2
Cc1ccc(NC(=O)[C@H](NC(=O)[C@@H]2Cc3ccccc3CN2)c2ccccc2)cc1C	0	-1	-0.6	7	-6	3	-3	3	6
COc1cccc(CN(CC(=O)NCC2CCCO2)C(=O)CNS(=O)(=O)c2ccccc2)c1 (stereo not given)	4	3	0.7	-1	-5	-1	2	-3	0
O=C(Nc1ccc(Cl)c(Cl)c1)Nc1nnc(CSc2ccccc2)s1	1	-4	-2.7	4	-12	5	-5	2	2
Clc1ccc(-c2csc(NNC3=NCCCCC3)n2)cc1	2	4	0.2	2	6	13	5	-1	5
